Wee1 stabilizer: Wee1 degradation inhibitors, primary screen, cell-based, HeLa, Wee1K328M-luciferase, luminescence | Wee1-like protein kinase (Homo sapiens), P30291 | HeLa Luc-Wee1K328M stability; 100% = proteasome inhibitor MG132 effect | reporter increase, % at 5 µM | 220,000 compounds, 1.2% hits;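 active means activation above the mean of all tested compounds plus 3 SD, set per screening run, cut at about 8.8% in these data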;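 further: cells exposed to compound for 20 h before luminescence read; 0% = DMSO alone and 100% = MG132 at 30 µM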
EP2 antag: human EP2 receptor antagonists, primary screen, TR-FRET cAMP, C6 glioma cells | Prostaglandin E2 receptor EP2 subtype (Homo sapiens), P43116 | C6 glioma cells expressing human EP2; cells stimulated with saturating PGE2 | inhibition, % at 25 µM | 260,000 compounds, 0.52% hits | AID 1422, 2008;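 active means percent inhibition above 40 after rounding to a whole number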;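 further: rat C6 glioma host cells with rolipram phosphodiesterase inhibitor present; the protocol text gives 20 µM as final concentration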
TbHK1 inh: Trypanosoma brucei hexokinase 1 inhibitors, primary screen, biochemical, G6PDH-coupled NADH absorbance, MLSCN library; inhibition, % at 10 µM; recombinant TbHK1, G6PDH-coupled NADH A340; 220,000 compounds, 0.11% hits; AID 1430, 2008; hexokinase 1 [Trypanosoma brucei];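 active means inhibition of 50% or more in the single-dose primary screen; inactive means inhibition below 50%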
TNF death inh: inhibitors of TNF-alpha triggered necroptosis, primary screen, cell-based, Jurkat FADD-/-, single concentration. Jurkat FADD-/- TNF necroptosis rescue, ATP luminescence, 24 h; 0 = TNF only, 100 = no-TNF cells. activation (protection from cell death), % at 10 µM. 220,000 compounds, 0.068% hits;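 active means activation, meaning protection from cell death, of at least 50% relative to plate controls; inactive means activation below 50%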;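 further: necroptosis triggered by 40 ng/mL TNF-alpha added together with compound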
CHOP inhibitor: inhibitors of CHOP promoter induction, primary screen, cell-based, unfolded protein response, luciferase reporter | inhibition, % at 10 µM | CHO-K1 CHOP-promoter luciferase, tunicamycin-induced, 15-18 h | 220,000 compounds, 3.8% hits;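 active means compounds that reduced the stress-induced luciferase reporter signal by more than about 70% of percent inhibition, limit read from the data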;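 further: 0% = tunicamycin plus vehicle and 100% = wells without tunicamycin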
PPC-1+TRAIL kill: compounds killing PPC-1 cancer cells with TRAIL present, primary screen, TRAIL potentiator project, ATPLite luminescence, uHTS. PPC-1 cells + TRAIL, ATPLite viability luminescence. cell killing (% activity), % at 4 µM. 220,000 compounds, 0.41% hits. AID 1443, 2008;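 active means cell killing above 50% in the first pass at 4 µM, then a duplicate retest at 5 µM averaging 50% or more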;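 further: plate controls were cells with TRAIL plus DMSO for no effect and medium-only wells lacking cells for full effect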
FXIa inh: human FXIa protease inhibitors, primary screen, biochemical, 1536-well; inhibition, % at 5 µM; 220,000 compounds, 0.14% hits; purified FXIa, Boc-Glu-Ala-Arg-AMC fluorogenic substrate;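 active means inhibition of at least 40%; inactive means inhibition below 40%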;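 further: fluorescence of freed AMC excited at 355 nm; 0% = enzyme without compound and 100% = no enzyme blank; many of its hits are not listed in these tables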
FXIIa inh: human FXIIa protease inhibitors, primary screen, biochemical, 1536-well | Coagulation factor XII (Homo sapiens), P00748 | purified FXIIa, Boc-QGR-AMC fluorogenic substrate, 2 h | inhibition, % at 5 µM | 220,000 compounds, 0.3% hits; in the data active means inhibition above about 40%;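 further: 0% = enzyme with no compound and 100% = blank without enzyme; many of its hits are not listed in these tables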
Target sequence (P00748 20-372 limits assumed): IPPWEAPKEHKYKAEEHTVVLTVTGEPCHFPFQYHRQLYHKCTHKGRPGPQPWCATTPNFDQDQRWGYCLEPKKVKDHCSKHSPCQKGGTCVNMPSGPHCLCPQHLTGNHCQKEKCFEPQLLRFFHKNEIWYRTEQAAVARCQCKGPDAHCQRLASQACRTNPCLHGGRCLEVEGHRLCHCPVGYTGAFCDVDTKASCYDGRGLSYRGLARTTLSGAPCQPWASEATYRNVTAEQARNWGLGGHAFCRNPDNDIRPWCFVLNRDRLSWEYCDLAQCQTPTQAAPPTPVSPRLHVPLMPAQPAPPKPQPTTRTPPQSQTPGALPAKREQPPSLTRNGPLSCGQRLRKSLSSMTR
Target sequence (P00748 373-615 limits assumed): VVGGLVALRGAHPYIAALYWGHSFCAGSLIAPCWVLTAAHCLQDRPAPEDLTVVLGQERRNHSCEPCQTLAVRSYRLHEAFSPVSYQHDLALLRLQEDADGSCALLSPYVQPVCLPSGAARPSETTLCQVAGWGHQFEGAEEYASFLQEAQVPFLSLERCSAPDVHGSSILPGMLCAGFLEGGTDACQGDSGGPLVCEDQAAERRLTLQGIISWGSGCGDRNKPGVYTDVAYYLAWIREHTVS
zVAD death inh: inhibitors of zVAD-triggered necroptosis, primary screen, L929 cells | L929 zVAD necroptosis rescue, ATP luminescence, 24 h; with zVAD 60 µM | viability rescue, % at 10 µM | 220,000 compounds, 0.38% hits | AID 1377, 2008;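 active means activation, scaled between plate controls, above about 75%, limit read from the data; inactive means activation under that limit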;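 further: 0% = zVAD with DMSO and 100% = DMSO alone without zVAD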
Numbers without * were called inactive; . = no result given.

SMILES | Wee1 stabilizer | EP2 antag | TbHK1 inh | TNF death inh | CHOP inhibitor | PPC-1+TRAIL kill | FXIa inh | FXIIa inh | zVAD death inh
COc1ccc2cc(C(=O)NCc3ccco3)c(=O)oc2c1 | -0.1 | 23.0 | -19.9 | 1.3 | 4.1 | 6.3 | 0.7 | 15.7 | 0.2
O=C(Nc1ccccn1)C(NS(=O)(=O)c1cccc2nsnc12)c1ccccc1 (stereo not given) | -1.2 | 4.0 | -8.6 | -0.4 | 5.9 | 7.7 | -3.0 | 11.7 | 0.2
O=C(COc1ccc(F)cc1)c1ccc2c(c1)CCCC2 | -0.9 | 6.4 | 9.9 | -3.1 | . | . | . | . | -0.4
COc1nc(-c2ccccc2)ccc1-c1noc(-c2ccccc2F)n1 | 1.0 | 13.6 | -7.4 | 1.6 | -31.3 | 7.2 | -4.2 | -16.1 | 1.8
O=C(NN1CCCCC1)c1cccc2ccccc12 | -0.6 | 5.0 | 2.4 | 0.3 | -8.7 | -0.9 | -4.8 | 6.7 | -0.3
C/C=C(\C)c1nnc(NC(=O)C(C)C)s1 | 3.3 | 11.6 | 3.0 | -0.2 | 43.2 | 8.4 | 4.6 | 21.3 | 0.9
C=CCC1(O)CC(c2ccco2)NC(c2ccco2)C1CCC (stereo not given) | 1.3 | 6.8 | -6.3 | 0.7 | -18.3 | 10.9 | -1.8 | 5.3 | -0.1
CC(=O)Nc1cccc(/C(C)=N/NC(=O)c2ccc(Cl)cc2Cl)c1 | -3.6 | 7.0 | -4.7 | 1.8 | 16.1 | 5.6 | -7.2 | 7.7 | 2.6
Cc1ccc2cccc(S(=O)(=O)N3CCN(c4cccc(Cl)c4)CC3)c2n1 | -1.4 | 9.9 | 1.3 | -2.6 | 19.1 | 3.2 | 1.6 | 3.7 | -0.7
O=C(NCc1cccc(Cl)c1)c1ccc2nc[nH]c2c1 | 0.9 | 9.5 | 4.0 | 0.8 | 2.9 | 23.9 | 9.9 | 4.4 | -0.4
O=S(=O)(Nc1ccc(Cl)cc1)c1ccc(N2CCOCC2)c(NC(=S)NC2CC2)c1 | -0.7 | 9.1 | 2.8 | 0.0 | -31.6 | -2.8 | -1.6 | 3.8 | -1.0
Cn1c(SCC(=O)O)nc2ccccc2c1=O | -0.1 | -1.4 | 4.9 | 1.5 | 2.2 | -7.7 | -1.1 | 9.9 | 0.6
CCN(CC)C(=S)SCC(=O)c1ccc(Br)cc1 | -1.6 | 4.7 | -2.2 | 2.8 | -12.0 | -6.0 | 5.9 | 13.3 | .
CCCn1c(Nc2ccc(Cl)cc2)nc2ccccc21 | -1.4 | 4.0 | -0.5 | 0.5 | 68.9 | 1.1 | 5.5 | 17.1 | 0.1
O=C(C1=C[C@@H](c2csc3ccccc23)C[C@@H](OCc2ccc(CO)cc2)O1)N1CCN(Cc2ccccc2)CC1 | 5.8 | 8.3 | -14.4 | 1.6 | 21.6 | -9.4 | 3.4 | 9.6 | -0.1

Two entries drawn at random from those above, as already listed:
SMILES | Wee1 stabilizer | EP2 antag | TbHK1 inh | TNF death inh | CHOP inhibitor | PPC-1+TRAIL kill | FXIa inh | FXIIa inh | zVAD death inh
CC(=O)Nc1cccc(/C(C)=N/NC(=O)c2ccc(Cl)cc2Cl)c1 | -3.6 | 7.0 | -4.7 | 1.8 | 16.1 | 5.6 | -7.2 | 7.7 | 2.6
O=C(C1=C[C@@H](c2csc3ccccc23)C[C@@H](OCc2ccc(CO)cc2)O1)N1CCN(Cc2ccccc2)CC1 | 5.8 | 8.3 | -14.4 | 1.6 | 21.6 | -9.4 | 3.4 | 9.6 | -0.1

Back to the main list with the 2 entries that preceded the break.
SMILES | Wee1 stabilizer | EP2 antag | TbHK1 inh | TNF death inh | CHOP inhibitor | PPC-1+TRAIL kill | FXIa inh | FXIIa inh | zVAD death inh
CCCn1c(Nc2ccc(Cl)cc2)nc2ccccc21 | -1.4 | 4.0 | -0.5 | 0.5 | 68.9 | 1.1 | 5.5 | 17.1 | 0.1
O=C(C1=C[C@@H](c2csc3ccccc23)C[C@@H](OCc2ccc(CO)cc2)O1)N1CCN(Cc2ccccc2)CC1 | 5.8 | 8.3 | -14.4 | 1.6 | 21.6 | -9.4 | 3.4 | 9.6 | -0.1
CCC(C)c1ccc(NC(=O)CN(C)CC(=O)Nc2cccc(OC)c2)cc1 (stereo not given) | 3.9 | 3.0 | -9.0 | 3.7 | 15.3 | 5.9 | -0.2 | 5.0 | 23.9
Cc1ccc(CC(=O)Nc2cccc([N+](=O)[O-])c2)cc1 | -2.0 | 7.6 | 0.6 | 22.5 | 2.4 | -9.3 | -2.4 | 4.2 | 1.5
CCOC(=O)N1CCN(C(=O)CSc2ncnc3ccccc23)CC1 | -0.2 | 8.7 | -5.1 | 1.2 | 34.2 | 23.1 | -8.4 | 9.9 | 1.3
CCCCCC(=O)N=Nc1c(O)[nH]c2ccc([N+](=O)[O-])cc12 | 3.2 | 5.3 | -2.5 | 0.0 | 10.7 | 1.0 | 2.1 | 9.9 | 0.3
COc1ccc(C(=O)N/N=C/C(Br)=C/c2ccccc2)cc1 | -0.3 | 10.7 | 0.3 | -2.2 | 31.7 | 15.9 | 0.3 | 6.7 | 8.4
Cc1ccc(-c2nc(C#N)c(NCCCn3ccnc3)o2)cc1 | -2.4 | 6.0 | -6.3 | -2.5 | 10.3 | -4.5 | -5.5 | 4.0 | 0.3
CC(=O)c1c(C)nc(-c2ccc(Cl)cc2Cl)n1O | -2.9 | 10.9 | -3.5 | -0.6 | -4.5 | 7.2 | -3.3 | -7.6 | -0.3
Cn1cnc([N+](=O)[O-])c1S(=O)(=O)c1cccc(Cl)c1 | -2.6 | 12.2 | -3.8 | -7.5 | 109.4* | 8.2 | -2.5 | 6.9 | 17.7
CCOC(=O)c1cc([N+](=O)[O-])sc1N | -3.8 | 2.2 | -11.6 | 0.6 | 25.8 | -10.1 | 4.8 | 11.9 | -0.3
O=C(c1cccs1)n1nc(-c2ccc(Cl)cc2)nc1NCc1ccco1 | 0.7 | 11.4 | -0.7 | 0.7 | 29.5 | 6.8 | 3.3 | 16.8 | 0.3
Cc1ccc(C(=O)NC2(O)C(=O)c3ccccc3C2=O)cc1C | 7.9 | 4.2 | -2.1 | -7.1 | -16.4 | -2.3 | 4.4 | 12.7 | 0.2
CN(c1ccccc1)S(=O)(=O)c1cccc(NC(=O)C2CC(=O)N(Cc3ccccc3)C2)c1 (stereo not given) | 1.1 | 4.0 | -9.3 | -1.9 | 18.2 | 0.9 | -3.4 | -0.2 | -0.3
C[C@]12C=CC(=O)C=C1CCC1C3CC[C@](O)(C(=O)CO)[C@@]3(C)CC3OC312 (stereo not given in full) | 2.7 | 6.3 | 1.6 | 2.1 | 1.1 | 5.9 | 1.2 | 9.4 | 0.0
Cc1cc(F)ccc1S(=O)(=O)Nc1ccccc1C(=O)NCc1cccnc1 | -2.0 | -0.9 | 4.1 | -0.8 | -0.3 | 14.9 | 33.7 | 21.9 | 0.2

Whole records, quoted from the list.
Shown for `COc1ccc(C(=O)N/N=C/C(Br)=C/c2ccccc2)cc1` = Wee1 stabilizer: -0.3; EP2 antag: 10.7; TbHK1 inh: 0.3; TNF death inh: -2.2; CHOP inhibitor: 31.7; PPC-1+TRAIL kill: 15.9; FXIa inh: 0.3; FXIIa inh: 6.7; zVAD death inh: 8.4
Shown for `CCOC(=O)N1CCN(C(=O)CSc2ncnc3ccccc23)CC1` = Wee1 stabilizer: -0.2; EP2 antag: 8.7; TbHK1 inh: -5.1; TNF death inh: 1.2; CHOP inhibitor: 34.2; PPC-1+TRAIL kill: 23.1; FXIa inh: -8.4; FXIIa inh: 9.9; zVAD death inh: 1.3

Screening results as filed in PubChem.

A portion of the library. The share of hits here may be higher or lower than overall.
